Assay outcomes as filed in PubChem.
G9a block = G9a (human) methyltransferase inhibition | 350,000 compounds, 8.8% hits | Potency, µM (top dose mostly 102 µM), without a hit: at the highest dose activity, negative = inhibition, actives largely listed as inhibitors | G9a H3K9 monomethylation, AlphaScreen, 2 h | Q96KQ7; also: % is scaled to controls: 0 for no effect and ±100 for the full control effect; nearly all actives have a fitted effect of over 75% in size
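Methyltransferase reactions run at room temperature for 2 h (20 nM enzyme, 500 nM biotin-H3K9 peptide, 20 uM SAM) after a 15 min compound preincubation; product detected by AlphaScreen beads and anti-H3K9me1 antibody.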
JMJD2A Tudor inh = inhibitors of human JMJD2A Tudor domain | O75164 | AlphaScreen JMJD2A-Tudor / H3K4me3 peptide binding | Potency, µM (highest dose often 114 µM), for inactives: at the top dose activity change, negative = inhibition, most hits filed as inhibitors | 390,000 compounds, 4.4% hits; also: % is scaled to controls: 0 for no effect and ±100 for the full control effect; nearly all actives have a fitted effect of over 50% in size
BAZ2B block = blocks human BAZ2B. Q9UIF8. AlphaScreen BAZ2B-H3K14Ac peptide displacement. Potency, µM (doses to about 114 µM), for inactives: at the highest dose activity change, negative = inhibition, most hits filed as inhibitors. 360,000 compounds, 4.4% hits; also: % is scaled to controls: 0 for no effect and ±100 for the full control effect; nearly all actives have a fitted effect of over 60% in size
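Compounds, titrated to a top concentration of 110 uM, were incubated 30 min at room temperature with preformed BAZ2B/acetyl-K14 H3 peptide complex (50 nM each). Proximity signal was measured by AlphaScreen after 20 min with beads.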
APEX1 inh = blocks human APE1 abasic DNA cleavage; 350,000 compounds, 0.35% hits; recombinant APE1, TAMRA/BHQ-2 abasic DNA cleavage fluorescence; Potency, µM (top dose mostly 65.8 µM), for inactives: at the top dose activity change, negative = inhibition, usual class: inhibitors; AID 2517; P27695;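 also: plate controls were vehicle for no effect and reference inhibitor for full effect; nearly all actives have a fitted effect of over 55% in size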
Target sequence (P27695 whole entry, looked up): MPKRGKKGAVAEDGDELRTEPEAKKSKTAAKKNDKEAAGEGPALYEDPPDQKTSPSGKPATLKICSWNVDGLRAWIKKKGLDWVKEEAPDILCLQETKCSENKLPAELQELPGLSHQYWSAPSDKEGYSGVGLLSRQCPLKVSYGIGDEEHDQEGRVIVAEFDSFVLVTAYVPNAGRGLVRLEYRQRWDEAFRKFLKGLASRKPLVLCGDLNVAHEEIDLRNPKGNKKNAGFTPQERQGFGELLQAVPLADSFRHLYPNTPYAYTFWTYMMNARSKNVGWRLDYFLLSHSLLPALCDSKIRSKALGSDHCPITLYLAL
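Substrate: short duplex with […] THF abasic site, 5'-TAMRA and 3'-BHQ-2, 50 nM final. APE1 at 0.75 nM, preincubated 15 min RT with compound. Fluorescence increase from first to third read measured activity.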
POLB inh = DNA polymerase beta (human) inhibition; P06746; 340,000 compounds, 1.3% hits; Pol beta primer extension/strand displacement, fluorescence kinetic; Potency, µM (top dose mostly 114 µM), inactives show at the top dose activity change, negative = inhibition, actives largely listed as inhibitors; AID 485314; also: % is scaled to controls: 0 for no effect and ±100 for the full control effect
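Values derive from four-parameter Hill fits of normalized kinetic data: reads at 0 and 10 min following addition of 50 nM substrate to 10 nM Pol beta preincubated 15 min with compound.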
POLH inh = blocks human DNA polymerase eta activity; Q9Y253; Potency, µM (highest dose often 114 µM), for the others: at the top dose activity change, negative = inhibition, hits mostly inhibitors; recombinant Pol eta, fluorescent DNA replication assay; 390,000 compounds, 1.2% hits; AID 588591; also: % is scaled to controls: 0 for no effect and ±100 for the full control effect
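Fluorescent replication assay: 50 nM final substrate added after a 15 min room-temperature compound preincubation with 10 nM enzyme. Signal taken at 0 min and again at 10 min.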
BLM helicase inh = blocks DNA unwinding by human BLM helicase. Potency, µM (series often up to 56.1 µM), for the others: at the highest dose activity change, negative = inhibition, hits mostly inhibitors. AID 2528. 350,000 compounds, 0.2% hits. recombinant BLM DNA unwinding, fluorescence dequenching;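 also: plate controls were vehicle for no effect and no enzyme for full effect; nearly all actives have a fitted effect of over 35% in size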
POLI inh = DNA polymerase iota (human) inhibition. Pol iota fluorescent replication assay, 10 min. Q9UNA4. 390,000 compounds, 1% hits. Potency, µM (titrated, usually from 115 µM), for the others: at the highest dose activity, negative = inhibition, actives largely listed as inhibitors. AID 588590
Target sequence (Q9UNA4 whole entry, looked up): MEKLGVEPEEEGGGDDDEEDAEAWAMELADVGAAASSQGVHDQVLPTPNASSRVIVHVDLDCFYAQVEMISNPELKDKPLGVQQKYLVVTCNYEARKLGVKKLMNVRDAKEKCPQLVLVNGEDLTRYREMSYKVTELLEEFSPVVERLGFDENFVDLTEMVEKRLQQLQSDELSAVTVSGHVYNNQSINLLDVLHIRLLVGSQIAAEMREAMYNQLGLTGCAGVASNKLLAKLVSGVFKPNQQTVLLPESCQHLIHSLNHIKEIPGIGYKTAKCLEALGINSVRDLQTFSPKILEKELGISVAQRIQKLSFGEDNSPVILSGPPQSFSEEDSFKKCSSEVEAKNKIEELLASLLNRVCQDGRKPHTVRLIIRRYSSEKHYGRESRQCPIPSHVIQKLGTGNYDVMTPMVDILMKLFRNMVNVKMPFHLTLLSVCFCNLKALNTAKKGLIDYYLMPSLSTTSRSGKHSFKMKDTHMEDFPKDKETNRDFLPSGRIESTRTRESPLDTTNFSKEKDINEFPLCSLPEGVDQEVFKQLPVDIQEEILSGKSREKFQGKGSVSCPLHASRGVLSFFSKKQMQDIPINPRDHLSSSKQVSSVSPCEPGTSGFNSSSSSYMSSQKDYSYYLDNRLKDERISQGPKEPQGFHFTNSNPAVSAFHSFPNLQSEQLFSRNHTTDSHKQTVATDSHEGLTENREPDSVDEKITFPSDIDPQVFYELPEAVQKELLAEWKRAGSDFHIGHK
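Fluorescent replication assay read twice, at 0 min and 10 min after adding 50 nM (final) substrate. Enzyme (10 nM) and compounds were first incubated 15 min at room temperature; enzyme-free buffer wells were negative controls.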
Pol kappa inh = blocks human DNA polymerase kappa activity; 400,000 compounds, 0.53% hits; purified Pol kappa, fluorescent DNA synthesis assay, 10 min; Potency, µM (titrated, usually from 107 µM), inactives show top-dose activity, negative = inhibition, actives largely listed as inhibitors; Q9UBT6; AID 588579; also: % is scaled to controls: 0 for no effect and ±100 for the full control effect
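Kinetic fluorescence readout at 0 and 10 min followed reaction start with substrate at 50 nM final. Beforehand, enzyme (10 nM Pol kappa) stood 15 min with compound at room temperature; buffer-only wells were negative controls.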
Numbers without * were called inactive; ? = inconclusive; . = not tested or not shown; [ ] = remark or other dose. Calls follow the shape of the dose curve; as a rule, active = well fitted curve in the direction sought with a large enough effect; inconclusive = small, poorly fitted or top-dose-only effect, or another doubt; inactive = no such curve, though single readings can be large; an effect the other way counts as inactive or inconclusive. Potency is read from the fitted curve at half-maximal effect. Only part of the results is shown, so the mix of outcomes need not match the whole.

Sample of the layout (3 entries):
Letter code – A = G9a block; B = JMJD2A Tudor inh; C = BAZ2B block; D = APEX1 inh; E = POLB inh; F = POLH inh; G = BLM helicase inh; H = POLI inh; I = Pol kappa inh
CN1CCN(CCCNC(=O)c2ccc(CS(=O)(=O)c3ccc(Br)cc3)o2)CC1
  A: -9%	B: -9%	C: 1%	D: -2%	E: 1%	F: -17%	G: 2%	H: 34%[activator]	I: 1%

COc1cccc(NC(=S)N2CCn3cccc3C2c2cccnc2)c1 (stereo unspecified)
  A: 28µM*	B: -20%	C: 50µM*	D: 3%	E: 0%	F: 6%	G: -8%	H: 46%	I: -13%

COc1cc2c(cc1OC)C(c1ccc(F)cc1)N(c1ccccc1)C(=O)C2 (stereo unspecified)
  A: -33%[59 µM]	B: -16%	C: -11%	D: .	E: -2%	F: -7%	G: -1%	H: -3%	I: 0%

The list itself, repeating the preview:
Letter code – A = G9a block; B = JMJD2A Tudor inh; C = BAZ2B block; D = APEX1 inh; E = POLB inh; F = POLH inh; G = BLM helicase inh; H = POLI inh; I = Pol kappa inh
CN1CCN(CCCNC(=O)c2ccc(CS(=O)(=O)c3ccc(Br)cc3)o2)CC1
  A: -9%	B: -9%	C: 1%	D: -2%	E: 1%	F: -17%	G: 2%	H: 34%[activator]	I: 1%

COc1cccc(NC(=S)N2CCn3cccc3C2c2cccnc2)c1 (stereo unspecified)
  A: 28µM*	B: -20%	C: 50µM*	D: 3%	E: 0%	F: 6%	G: -8%	H: 46%	I: -13%

COc1cc2c(cc1OC)C(c1ccc(F)cc1)N(c1ccccc1)C(=O)C2 (stereo unspecified)
  A: -33%[59 µM]	B: -16%	C: -11%	D: .	E: -2%	F: -7%	G: -1%	H: -3%	I: 0%

Cc1ccccc1CNC(=O)c1oc2c(c1C)-c1nn(Cc3ccc(Cl)cc3)cc1CC2
  A: -28%[59 µM]	B: -26%	C: -24%	D: .	E: -5%	F: -14%	G: -11%	H: 0%	I: 5%

O=C(CCn1c(=O)oc2ccccc21)Nc1cccc(Cl)c1
  A: -3%	B: -13%	C: -6%	D: -3%	E: ?	F: -20%	G: -2%	H: 6%	I: 3%

COCCNC(=O)c1cc(-c2ccncc2)nc2ccc(S(=O)(=O)N3CCOCC3)cc12
  A: -25%	B: -11%	C: -6%	D: 9%	E: 0%	F: -5%	G: 0%	H: 0%	I: -6%

O=C(COC(=O)CCc1c[nH]c2ccccc12)NCCc1ccccc1
  A: -47%	B: -18%	C: -5%	D: 10%	E: .	F: -5%	G: .	H: 2%	I: -5%

CCc1noc(C)c1C(=O)OC(C)C(=O)c1c(C)[nH]c2ccccc12 (stereo unspecified)
  A: 14%[12.7 µM]	B: -3%	C: 0%	D: 11%	E: .	F: -15%	G: .	H: -20%	I: -2%

O=C1OCc2nc3cc4c(cc3c(-c3ccc(F)cc3)c21)OCO4
  A: 26%	B: -18%	C: -2%	D: -13%	E: 52%	F: -14%	G: -1%	H: -12%	I: -2%

Cc1cc(F)ccc1NC(=O)Cn1c(C)csc1=O
  A: ?	B: -11%	C: 9%	D: 8%	E: .	F: -9%	G: .	H: 13%	I: -18%

(continued)
Letter code – A = G9a block; B = JMJD2A Tudor inh; C = BAZ2B block; D = APEX1 inh; E = POLB inh; F = POLH inh; G = BLM helicase inh; H = POLI inh; I = Pol kappa inh
O=C(NCc1ccc2c(c1)OCO2)c1cc(COc2c(F)cccc2F)on1
  A: 56%[activator]	B: 17%	C: -1%	D: -4%	E: 1%	F: -13%	G: -12%	H: 15%	I: -18%

O=C(NC(NC(=S)N1CCOCC1)C(Cl)(Cl)Cl)c1cccc2ccccc12 (stereo unspecified)
  A: 14%[59 µM]	B: -15%	C: -30%	D: -1%	E: 0%	F: -9%	G: -5%	H: 5%	I: 4%

CCOC(=O)c1ccc(/C=C2\c3ccccc3C(=O)N2c2ccccc2)cc1F
  A: .	B: -31%	C: .	D: -2%	E: .	F: -18%	G: .	H: -2%	I: -6%

COC(=O)CSc1ncnc2scc(-c3ccccc3)c12
  A: 61%[activator]	B: 53%[activator]	C: 5%	D: 5%	E: 2%	F: -19%	G: -6%	H: 10%	I: -3%

CCOC(=O)CNc1nc(OCC#N)nc(N2CCOCC2)n1
  A: -44%	B: -15%	C: ?	D: 13%	E: 25%	F: 2%	G: -3%	H: ?	I: -4%

Cc1[nH]c2ccccc2c1C(=O)CCl
  A: 2%[0.501 µM]	B: 1%	C: 2%	D: -4%	E: 4%	F: ?	G: -1%	H: ?	I: 7%

COc1ccc(-c2noc(N3CCCC(C(=O)Nc4ccc(C(C)=O)cc4)C3)n2)cc1 (stereo unspecified)
  A: 81%[activator]	B: 5%	C: -2%	D: 41%	E: 2%	F: -19%	G: -1%	H: -2%	I: -2%

CCCc1cc(=O)[nH]c(SCC)n1
  A: 21%[0.0925 µM]	B: -11%	C: 5%	D: 13%	E: 4%	F: -3%	G: -1%	H: -12%	I: -1%

CC(=O)OCC(=O)N1CCN(c2ccc([N+](=O)[O-])cc2)CC1
  A: 8%	B: 3%	C: 5%	D: -5%	E: 16%	F: -11%	G: 2%	H: -4%	I: -1%

CCN(CCCNC(=O)CSc1cc(=O)n(CC)c2ccccc12)c1cccc(C)c1
  A: ?	B: 32µM*	C: 22µM*	D: .	E: 2%	F: -16%	G: -7%	H: 11%	I: -15%

The results go on:
Letter code – A = G9a block; B = JMJD2A Tudor inh; C = BAZ2B block; D = APEX1 inh; E = POLB inh; F = POLH inh; G = BLM helicase inh; H = POLI inh; I = Pol kappa inh
COc1ccc(-c2n[nH]c(C(F)(F)F)c2-c2cc3ccccc3o2)c(O)c1
  A: -7%	B: ?	C: -34%	D: -11%	E: 0%	F: -11%	G: -19%	H: 79µM*	I: -3%

O=C(Nc1nc2c(Cl)cccc2s1)c1ccc(S(=O)(=O)N2CCc3ccccc32)cc1
  A: -14%[59 µM]	B: -27%	C: -21%	D: .	E: -15%	F: 3%	G: -6%	H: -14%	I: -6%[60.1 µM]

CC(C)(C)OC(=O)N[C@@H](CCCCNC(=O)OCc1ccccc1)c1nnc([C@H](CCCCNC(=O)OCc2ccccc2)NC(=O)OC(C)(C)C)o1
  A: -5%[59 µM]	B: -25%	C: 3%	D: 10%	E: 23%	F: -10%	G: -8%	H: -5%	I: -13%

COCCN(CCOC)C(=O)C12CCC(C)(C(=O)C1)C2(C)C (stereo unspecified)
  A: 50µM*	B: -10%	C: -5%	D: 7%	E: 0%	F: -11%	G: -3%	H: ?	I: -5%

CC(C)c1ccc(CNc2n[nH]c(-c3ccco3)n2)cc1
  A: -6%[59 µM]	B: -32%	C: -12%	D: .	E: -9%	F: -6%	G: -7%	H: 1%	I: -22%

Cc1ccc(S(=O)(=O)NC(CC(C)C)C(=O)NCC(C)(C)N2CCOCC2)cc1 (stereo unspecified)
  A: -12%	B: -6%	C: 8%	D: 0%	E: .	F: -8%	G: .	H: 16%	I: -3%

O=C(COC(=O)C1CC2CCCC(C1)C2=O)Nc1ccc(Cl)cn1 (stereo unspecified)
  A: 11%[59 µM]	B: -4%	C: -3%	D: -6%	E: .	F: -14%	G: .	H: 29%	I: 1%

Cc1ccccc1CSc1nc2c(c(=O)[nH]1)CCC2
  A: 23%[59 µM]	B: -9%	C: 3%	D: -2%	E: 2%	F: -3%	G: 1%	H: 6%	I: -12%

COc1ccc(N2CCN(Cc3cc(=O)oc4ccc(Cl)cc34)CC2)cc1
  A: 18%	B: -15%	C: -4%	D: -2%	E: 5%	F: 5%	G: 0%	H: 7%	I: -21%

c1ccc(SCc2nc(-c3ccncc3)n[nH]2)nc1
  A: -32%	B: -3%	C: -14%	D: -5%	E: -16%	F: 7%	G: -2%	H: 3%	I: -9%

Later entries
Letter code – A = G9a block; B = JMJD2A Tudor inh; C = BAZ2B block; D = APEX1 inh; E = POLB inh; F = POLH inh; G = BLM helicase inh; H = POLI inh; I = Pol kappa inh
Clc1ccc(-n2ncc3c(N4CCCC4)ncnc32)cc1
  A: 2%	B: 3%	C: 2%	D: -1%	E: -25%	F: 3%	G: -1%	H: 3%	I: -12%

COC(=O)c1cc(-c2ccc(C)cc2)c2c(=O)n(C)c(=O)n(C)c2n1
  A: 10%[59 µM]	B: -7%	C: 2%	D: .	E: 26%	F: .	G: -3%	H: 1%	I: -7%

O=C(NCCc1cccc(Cl)c1)c1cc([N+](=O)[O-])ccc1Cl
  A: -11%[59 µM]	B: -34%	C: -36%	D: 22%	E: 25%	F: -10%	G: 2%	H: 3%	I: -7%

COc1ccc(NC(=O)C2CCCN(S(=O)(=O)c3c(C)n[nH]c3C)C2)c(OC)c1 (stereo unspecified)
  A: ?	B: -21%	C: -8%	D: -4%	E: 25%	F: -16%	G: -3%	H: -5%	I: 7%

Cc1ccccc1C(=O)N1CC(=O)Nc2ccc(F)cc2C1c1ccccc1 (stereo unspecified)
  A: -8%	B: -11%	C: -2%	D: 12%	E: 26%	F: -22%	G: -3%	H: 23%	I: -11%

Cc1cccc(C(=O)Nc2ccc(S(=O)(=O)N3CCOCC3)cc2)c1[N+](=O)[O-]
  A: -9%[59 µM]	B: -2%	C: -10%	D: 5%	E: 28%	F: -17%	G: -8%	H: 12%	I: 3%

CCOc1ccc(CCNC(=O)CSc2ncn[nH]2)cc1OCC
  A: 43%	B: -9%	C: -23%	D: 35%	E: 8%	F: -24%	G: -3%	H: 15%	I: -7%

O=C(COc1ccccc1Cl)NCCCNC(=O)c1ccncc1
  A: 16%	B: -4%	C: 2%	D: 3%	E: 76%	F: -4%	G: 2%	H: 35%[activator]	I: -1%

COC(=O)CCCC1=CC2=C(c3ccccc3)C(=O)C(C)(OC(=O)C3CCCC3)C(=O)C2=CN1Cc1ccco1 (stereo unspecified)
  A: 1%[12.7 µM]	B: ?	C: 71µM*	D: -6%[12.4 µM]	E: -2%	F: -18%	G: -10%[12.4 µM]	H: 52%[activator]	I: -7%

CCOc1ccc(NC(=O)CN(C)C(=O)Cc2ccsc2)cc1OCC
  A: 10%[2.33 µM]	B: -22%	C: 11%	D: -8%	E: .	F: -9%	G: .	H: 31%[activator]	I: -6%

CCC(=O)Oc1ccc2ccccc2c1CNC(=O)c1ccccc1
  A: -3%	B: -17%	C: 3%	D: -9%	E: 19%[57.1 µM]	F: -6%	G: -5%	H: 17%	I: -20%
